Assay outcomes: PubChem BioAssay, several laboratories
Myeloid diff 2 = compounds promoting myeloid differentiation; ER-HoxA9 myeloid progenitors, lysozyme-GFP differentiation, flow cytometry; calls only at 10 µM; 360,000 compounds, 1% hits; AID 624256;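 active means normalized GFP-positive differentiation at or above the plate's own cutoff, the solvent-only control mean plus 3 SD; inconclusive means no clear call, values can overlap the other calls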;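 further: cells exposed to compound for four days before flow analysis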
LYP phosphatase = inhibitors of LYP phosphatase, biochemical, fluorescence intensity, uHTS (AID 1779) | one-dose inhibition, % at 11.5 µM; IC50 in µM for titrated hits | 290,000 compounds, 0.054% hits | recombinant LYP phosphatase, fluorescence intensity; higher % means a stronger effect; in the data active means inhibition above about 50%;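 further: plate controls were vehicle with enzyme for no effect and no enzyme for full effect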
Myeloid diff 2 GFP+ MAC1+ % = further read-out of Myeloid diff 2, marked with its call; GFP+ MAC1+ double positive, %; measured here: differentiation confirmed by MAC1 staining
Active calls of the source: *; i = inactive; ? = inconclusive; / = no result given. An excerpt; the hit share may differ from the screen's.

SMILES,Myeloid diff 2 GFP+ MAC1+ %,LYP phosphatase,Myeloid diff 2
CC(=O)Nc1cccc(C(=O)OC2CCOC2=O)c1 (configuration not stated),4.4,-7.2%,i
COc1ccc(/C=N/Nc2cc(C)nc3ccccc23)cc1,0.2,-3.0%,i
COc1ccc(CNC(=O)C(CC(C)C)NC(=O)c2ccccc2C)cc1 (configuration not stated),0.4,-4.3%,i
Cc1ccc(C(CC(=O)N2CCCCC2)c2ccccc2)c(O)c1C (configuration not stated),0.9,0.1%,i
O=C(CNC(=O)c1ccco1)NCc1nc2ccccc2[nH]1,0.3,-9.5%,i
Cc1c(OCC(=O)NC(Cc2ccc(Cl)cc2)C(=O)O)ccc2c3c(c(=O)oc12)CCCC3 (configuration not stated),2.9,-0.1%,i
CC(=O)NCCc1nc2cc(NC(=O)c3ccccc3Cl)ccc2n1C,0.9,-8.2%,i
Cc1ccc(NS(=O)(=O)c2ccc3c(c2)NC(=O)CCS3)c(C)c1,1.5,-13.4%,i
CC(C)CC1COC(=O)N1 (configuration not stated),1.0,-16.9%,i
O=C(Nc1ccc2c(c1)C(=O)NC2=O)c1ccccc1Cl,2.6,-11.9%,i
CCC(CO)Nc1ccc(-c2n[nH]c(=O)c3ccccc23)cc1[N+](=O)[O-] (configuration not stated),0.6,4.3%,i
Cn1c(=O)c2c(SCC(=O)NCC3CCCO3)nc(CC(C)(C)C)nc2n(C)c1=O (configuration not stated),5.8,-5.7%,i
COc1ccc(-c2cc(CCCC(=O)NCCc3ccccc3)no2)cc1,0.4,-3.1%,i
CCc1cc2c(=O)oc(-c3ccc(Br)cc3)nc2s1,0.1,2.1%,i
O=C1CC(C(=O)N2CCc3ccccc32)CN1c1ccc(F)cc1 (configuration not stated),1.1,-6.3%,i
Cc1ccc(C(=O)NCCNC(=O)Cc2ccccc2)cn1,0.7,-10.5%,i
CCc1ccc(NC(=O)Cc2ccc(NC3=NC4CS(=O)(=O)CC4S3)cc2)cc1 (configuration not stated),2.2,-7.8%,i
Cc1nnc(NC(=O)CSc2nccn2Cc2ccccc2)s1,0.7,-1.6%,i
CCOC(=O)Cc1csc(NC(=O)c2cnc3sc(C)cn3c2=O)n1,0.9,-6.3%,i
CCn1nc(C)c(CN2CCCC(CNS(=O)(=O)c3ccc(OC)cc3)C2)c1C (configuration not stated),1.2,-3.5%,i
O=C(NC1CCCN(c2ccc(C(F)(F)F)cn2)C1)c1cc(Cl)ccc1F (configuration not stated),0.7,1.7%,i
CCOC(=O)c1c(NC(=O)CCS(=O)(=O)c2ccccc2)sc2c1CCN(C)C2,1.5,-7.6%,i
CCCC(C(=O)NC1CCCC1)N(C(=O)c1snc(C(N)=O)c1N)c1ccc(F)cc1 (configuration not stated),1.3,-8.0%,i
COc1ccc(OC)c(NC(=O)NCCN2CCN(c3ccccc3)CC2)c1,0.4,-5.7%,i
O=C(Nc1ccc(-n2cccn2)cc1)C1CCN(Cc2ccsc2)CC1,1.3,-6.7%,i
O=C(c1ccc(Oc2ccc([N+](=O)[O-])cc2)cc1)N1CCCCCC1,0.7,-9.3%,i
O=C(Cn1c(=O)c2cccn2c2ccccc21)NCCCN1CCCCC1,1.1,-12.0%,i
Nc1nonc1C(=O)N/N=C/c1cc2c(cc1Br)OCO2,4.1,-4.4%,i
COc1cc(NC(=O)c2cccc3c2C(=O)N(C2CCCCC2)C3)cc(OC)c1OC,/,0.4%,?
O=S1(=O)NC(c2ccccc2)CC(CC2CCCCC2)O1 (configuration not stated),1.3,4.0%,i

(continued)
SMILES,Myeloid diff 2 GFP+ MAC1+ %,LYP phosphatase,Myeloid diff 2
Cc1ccccc1OCC(=O)Nc1ccncc1,0.8,-11.4%,i
COc1cc2c(cc1OC)CN(S(=O)(=O)c1cccc(F)c1)CC2,0.7,-1.0%,i
CC(OC(=O)CCC(=O)c1ccc(F)cc1)C(=O)NC1CCCCC1C (configuration not stated),0.5,-4.8%,i
O=C(Nc1ccccc1C(=O)NCCc1ccc(O)cc1)c1ccco1,0.6,0.1%,i
O=C(NCc1nnc(SCC(=O)N2CCCCC2)o1)c1ccc(F)cc1,0.9,-11.0%,i
COC(=O)c1ccccc1NC(=O)CN1CCN(Cc2ccccc2)CC1,1.2,-7.7%,i
CCOC(=O)Nc1ccc2c(c1)N(C(=O)CN(C)C)c1ccccc1CC2,4.5,-17.4%,i
O=C(CSc1ccc(Cl)cc1)N/N=C/c1ccc([N+](=O)[O-])o1,0.0,-4.5%,i
CCc1ccc(NC(=O)NNC(=O)CCc2ccccc2)cc1,/,-13.1%,?
Cn1c(=O)c2c(ncn2CC(=O)N2CCN(S(=O)(=O)c3ccccc3)CC2)n(C)c1=O,1.0,-7.5%,i
Cc1ccc2nc(Br)c3c(c2c1)OC(CBr)C3 (configuration not stated),0.3,-5.9%,i
COc1cc2c(cc1OC)/C(=C/C(=O)c1ccc(NC(C)=O)cc1)NCC2,0.7,-6.8%,i
O=C(CSc1ccc(-c2ccccn2)nn1)Nc1ccccc1,1.2,-4.3%,i
CC1CCCN(C(=O)COc2ccc3c(c2)OCO3)C1 (configuration not stated),0.3,-8.1%,i
CCc1cc(=O)oc2cc(C)cc(OCC(=O)NCc3ccncc3)c12,0.9,-10.3%,i
Cc1cc2c(=O)n(C)c(SCC(=O)Nc3ccccc3)nc2s1,0.5,-4.2%,i
Cn1c(=O)[nH]c(=O)c2c1nc(N1CCN(CCO)CC1)n2Cc1ccccc1,0.6,-8.8%,i
Cc1nc2ccccc2n1CC(=O)c1ccccc1,0.7,-0.2%,i
Cc1sc(N)nc1-c1ccc(Oc2ccccc2)cc1,0.8,-2.1%,i
O=C(O)C/C(=C\c1cc(Br)cs1)c1nc2ccccc2o1,2.8,1.8%,i
S=C(NC1CCCCC1)N1CCc2[nH]c3ccccc3c2C1,0.4,0.3%,i
COc1ccc(-n2nc(C(=O)NCC(=O)NCCc3ccc(OC)c(OC)c3)c3ccccc3c2=O)cc1,0.3,-8.4%,i
CNC(=O)CN(Cc1ccccc1)S(=O)(=O)c1ccc(Cl)cc1,0.0,-5.3%,i
CCn1cc(CN2CCC(n3nccc3NC(=O)CCCc3ccccc3)CC2)c(C)n1,2.7,-3.4%,i
O=C(O)c1ccccc1C(=O)Nc1ccc(S(=O)(=O)N2CCCC2)cc1,0.5,-10.6%,i
COc1cc(/C=C/C(=O)O)cc(S(=O)(=O)Nc2ccccc2C(=O)NCCc2ccccc2)c1OC,2.8,-0.1%,i
Cc1nc2cc(C(=O)N3CCN(C)CC3)ccc2n1C,0.9,3.2%,i
Cc1ccc(C(C)C)c(OCC(=O)Nc2ccc3c(c2)nc(CCN2CCCCC2)n3C)c1,/,-9.2%,?
CC(=O)Nc1ccc(S(=O)(=O)NC2=C(N3CCN(C)CC3)C(=O)c3ccccc3C2=O)cc1,/,-4.4%,?
Cc1cc(/C=C2/SC(=O)N(CC(=O)N3CCCC3)C2=O)c(C)n1C,1.6,-1.8%,i

Next structures
SMILES,Myeloid diff 2 GFP+ MAC1+ %,LYP phosphatase,Myeloid diff 2
COc1ccc(N(CC(=O)Nc2cccc(C(C)=O)c2)S(=O)(=O)c2ccc(NC(C)=O)cc2)cc1,0.9,-9.5%,i
COc1ccccc1C(=O)NCCC(=O)N1CCCCC1,0.8,-8.0%,i
Cc1nn(CC(=O)NC2CCCCC2)c(=O)c2cccn12,1.4,-12.8%,i
COc1ccc(N(CC(=O)NCc2ccc3c(c2)OCO3)C(=O)c2csnn2)cc1,3.6,-3.3%,i
COc1ccc(OC)c(/C=N/NC(=O)C(O)c2ccccc2)c1 (configuration not stated),0.8,-13.1%,i
COc1ccc(N(CC(=O)NC2CC3CCC2C3)S(=O)(=O)c2ccc(C)cc2)cc1 (configuration not stated),0.9,-5.5%,i
O=C(Nc1ccc(F)c(Cl)c1)C1CCCN(c2cnccn2)C1 (configuration not stated),2.1,-12.4%,i
CS(=O)(=O)N(CC(=O)NCCSCc1ccccc1Cl)c1ccccc1F,0.7,-8.3%,i
O=C(Oc1ccc(Br)cc1)c1cccc(S(=O)(=O)N2CCOCC2)c1,1.1,0.5%,i
O=S(=O)(c1ccccc1F)N1CCC(c2nc3ccccc3[nH]2)CC1,1.5,-8.1%,i
COc1ccc(/C=C(\NC(=O)c2ccccc2)C(=O)N2CCCCC2)cc1OC,0.5,-4.9%,i
Cc1ccc(NC(=O)CN2CCN(Cc3ccccc3)CC2)cc1,0.4,-8.4%,i
O=C(Nc1cc(Cl)ccc1Cl)Nn1cnnc1,1.0,-3.2%,i
Cc1cc(C)cc(C(=O)Nc2ccc(N3CCN(C(=O)c4ccco4)CC3)cc2)c1,0.6,-1.8%,i
CCCOc1ccc(C2NC(=O)CCC2[N+](=O)[O-])cc1 (configuration not stated),0.2,-14.1%,i
CCCCN(CCCNC(=O)Cn1nc(CC)n2c(cc3sc(C)cc32)c1=O)Cc1ccccc1,2.7,-8.5%,i
O=S(=O)(c1ccc2nc(N3CCN(c4ccccc4)CC3)ccc2c1)N1CCCCC1,/,-5.2%,?
COc1cccc(-c2cc(C(=O)NCC3CCCO3)c3cc(Br)cc(C)c3n2)c1 (configuration not stated),2.1,-2.3%,i
CC1Cn2c(nc3sc4c(c3c2=O)CC(C)(C)OC4)N1CCO (configuration not stated),0.5,-3.4%,i
COC(=O)c1ccccc1NC(=S)NC(=O)c1ccc2c(c1)OCO2,0.0,-1.0%,i
Cc1cc(C)c(NC(=O)Cn2nnc(C(=O)NCc3ccc4c(c3)OCO4)c2N)c(C)c1,2.9,-13.2%,i
Cc1nc(-c2ccc(C(=O)Nc3cccc(F)c3)cc2)cs1,0.4,-0.9%,i
COc1ccc(C(=O)Nc2nnc(SCC(=O)NC3CCCC3)s2)c(OC)c1,/,1.6%,?
Cc1ccc(C)c(C(=O)Nc2nc3ccccc3[nH]2)c1,1.2,-5.3%,i
O=C(O)C1CC=C(Cl)CC1C(=O)NC1CCCCC1 (configuration not stated),1.0,-5.7%,i
COc1ccc(-c2cc(C(=O)Nc3cccc(Cl)c3)no2)cc1,0.5,-11.0%,i
O=C(CCNS(=O)(=O)c1ccc(Br)cc1)NCCc1ccc(Cl)cc1,2.3,-11.2%,i
CCOc1ccccc1NC(=O)CN1CCc2ccccc2C1,0.4,-2.8%,i
Cc1nc(SCC(=O)Nc2ccccc2Cl)oc1C,1.1,-3.8%,i
CCCCN(C(=O)CCn1c(=O)oc2ccccc21)c1ccccc1,2.5,-13.3%,i

Full records, looked up by structure. Order of screens: Myeloid diff 2 GFP+ MAC1+ %, LYP phosphatase, Myeloid diff 2
O=C(CCNS(=O)(=O)c1ccc(Br)cc1)NCCc1ccc(Cl)cc1 is listed with 2.3, -11.2%, i
O=S(=O)(c1ccccc1F)N1CCC(c2nc3ccccc3[nH]2)CC1 is listed with 1.5, -8.1%, i

Molecules above that have a furan ring, fused or not, in the order listed:
SMILES,Myeloid diff 2 GFP+ MAC1+ %,LYP phosphatase,Myeloid diff 2
O=C(CNC(=O)c1ccco1)NCc1nc2ccccc2[nH]1,0.3,-9.5%,i
O=C(Nc1ccccc1C(=O)NCCc1ccc(O)cc1)c1ccco1,0.6,0.1%,i
O=C(CSc1ccc(Cl)cc1)N/N=C/c1ccc([N+](=O)[O-])o1,0.0,-4.5%,i
Cc1cc(C)cc(C(=O)Nc2ccc(N3CCN(C(=O)c4ccco4)CC3)cc2)c1,0.6,-1.8%,i

Additional compounds.
SMILES,Myeloid diff 2 GFP+ MAC1+ %,LYP phosphatase,Myeloid diff 2
O=C(CCN1C(=O)c2ccccc2S1(=O)=O)Nc1ccc(Cl)cc1,0.8,-2.4%,i
CCCC(=O)Nc1cc(C(=O)N(C)CC(OC)OC)ccc1S(=O)(=O)c1ccc(C)cc1,0.3,-6.2%,i
NS(=O)(=O)c1ccc(-n2nncc2-c2ccco2)cc1,3.6,-11.5%,i
COC(=O)c1cc(S(=O)(=O)N2CCC(c3ccccc3)C2)c[nH]1 (configuration not stated),1.2,0.7%,i
CCc1ccc(C(=O)COC(=O)c2ccccc2OC)cc1,1.5,-6.3%,i
CCN(CC(=O)Nc1ccc(Br)cc1)C(=O)Cc1cccc(F)c1,/,-6.2%,?
CCN(CC)S(=O)(=O)c1ccc2c(c1)N(CC(=O)Nc1ccc(NC(C)=O)cc1)C(=O)CO2,0.5,-12.2%,i
COC(=O)Cn1cnc2c(nnn2-c2cccc(OC)c2)c1=O,0.6,-7.0%,i
O=C(NCCN1CCCC1)c1ccc2c(c1)N(Cc1cccc(Cl)c1)C(=O)c1ccccc1S2(=O)=O,1.8,-11.0%,i
N#C/C(=C\C=C\c1ccccc1)C(=O)N1CCCC1,1.1,5.8%,i
COc1ccc(C(=O)OCCN2CCN(C3=NS(=O)(=O)c4ccccc43)CC2)cc1OC,0.7,-0.7%,i
CCOc1ccc(-c2cc(C(=O)NCCCN3CCOCC3)c3ccccc3n2)cc1,2.3,-4.6%,i
CC(C)(C)NC(=O)CCN(/N=C/c1ccccc1)C1=NS(=O)(=O)c2ccccc21,1.2,-2.3%,i
COc1cc(CNC(=O)c2cnc(C)cn2)cc(OC)c1,0.9,-3.2%,i
C=CCOc1cccc(/C=N/NC(=O)CC(=O)NC2CCCCC2)c1,2.6,-2.8%,i
